ERAP1 inh – blocks human ERAP1 aminopeptidase activity | inhibition, % at 10.7 µM | 340,000 compounds, 0.15% hits | Q9NZ08 | recombinant ERAP1, Leu-AMC fluorescence, 60 min;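 active = mean replicate inhibition of at least 30%, or all replicates individually reaching that 30% level; inactive = mean below 30% and not every replicate reaching it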;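 also: 0% = neutral control wells and 100% = L-leucinethiol positive control wells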
RAD52 inh – inhibitors of human RAD52 DNA annealing; inhibition, % at 18.7 µM; recombinant RAD52 DNA annealing, FRET fluorescence; 360,000 compounds, 0.46% hits; P43351; AID 651710;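 active = every replicate showing at least 50% inhibition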
Target sequence (P43351 whole entry, looked up): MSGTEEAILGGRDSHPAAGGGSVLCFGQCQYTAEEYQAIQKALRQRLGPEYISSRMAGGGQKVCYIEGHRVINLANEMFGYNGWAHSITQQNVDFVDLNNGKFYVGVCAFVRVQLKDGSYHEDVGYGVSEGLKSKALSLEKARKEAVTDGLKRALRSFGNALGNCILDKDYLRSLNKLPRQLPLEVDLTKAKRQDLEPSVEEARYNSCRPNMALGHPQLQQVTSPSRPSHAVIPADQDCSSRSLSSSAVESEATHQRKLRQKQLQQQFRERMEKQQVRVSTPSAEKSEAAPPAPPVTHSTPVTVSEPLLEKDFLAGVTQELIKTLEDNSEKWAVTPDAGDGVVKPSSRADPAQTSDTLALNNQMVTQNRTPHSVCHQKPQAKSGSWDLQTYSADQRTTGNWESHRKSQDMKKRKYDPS
RAD54 branch – RAD54 (human) branch migration inhibition | Q92698 | RAD54 Holliday junction branch migration, FAM/BHQ fluorescence | 360,000 compounds, 0.14% hits | inhibition, % at 10.4 µM;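 active = mean normalized replicate activity at least 40 and at least half of replicates scoring 40 or more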;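 also: 0% = median of neutral control wells and 100% = median of positive control wells; inhibitors cause a drop in the FAM fluorescence signal; in these data hits start at about 50%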
PGC1a acetyl inh – modulators of PGC1a acetylation; U2OS PGC1a acetylation, AlphaScreen anti-acetyl-lysine; with virally co-expressed GCN5 acetyltransferase; inhibition, % at 15.6 µM; 350,000 compounds, 0.17% hits; AID 651687;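 active = every replicate shows inhibition of at least 40%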;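 also: 0% = neutral control wells and 100% = positive control wells; some results beyond the cut were filed as inactive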
PglD inh – blocks C. jejuni PglD acetyltransferase activity; purified PglD enzyme, DTNB colorimetric CoA detection; inhibition, % at 12.5 µM; 360,000 compounds, 0.098% hits; AID 602405; in the data active = inhibition above about 16%, passing the limit was not always enough; also: strong numbers were not always called active
E-sel inducer – induces E-selectin expression in human endothelial cells; P16581; activation, % at 7.58 µM; HUVEC E-selectin immunofluorescence imaging; normalized: neutral wells 0, TNF-alpha wells 100; 260,000 compounds, 0.37% hits;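 active = mean E-selectin-positive cell signal at least 10% of the positive control, reached in at least 60% of replicates, without over 20% cell loss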;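 also: in these data hits start at about 27%; measured in HUVEC primary endothelial cells; signal is the percent of cells scored E-selectin positive by PE staining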
Target sequence (P16581 whole entry, looked up): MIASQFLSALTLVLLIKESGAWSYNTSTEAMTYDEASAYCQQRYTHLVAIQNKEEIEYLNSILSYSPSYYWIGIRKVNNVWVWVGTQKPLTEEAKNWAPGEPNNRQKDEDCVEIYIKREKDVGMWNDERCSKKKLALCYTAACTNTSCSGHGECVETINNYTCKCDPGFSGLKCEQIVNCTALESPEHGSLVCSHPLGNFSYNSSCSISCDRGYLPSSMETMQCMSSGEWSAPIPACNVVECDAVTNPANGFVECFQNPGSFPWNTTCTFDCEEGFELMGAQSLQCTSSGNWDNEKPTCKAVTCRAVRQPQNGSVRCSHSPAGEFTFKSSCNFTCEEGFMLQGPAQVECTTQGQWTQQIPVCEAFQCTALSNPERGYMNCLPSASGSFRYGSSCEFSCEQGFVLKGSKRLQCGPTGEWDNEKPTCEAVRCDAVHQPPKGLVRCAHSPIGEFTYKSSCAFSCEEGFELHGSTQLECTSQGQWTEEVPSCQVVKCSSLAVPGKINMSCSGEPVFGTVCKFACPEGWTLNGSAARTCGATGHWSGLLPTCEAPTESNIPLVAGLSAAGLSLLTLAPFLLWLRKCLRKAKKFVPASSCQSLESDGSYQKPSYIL
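Test system: HUVEC; input: 3,000 HUVEC/well; measured by: immunofluorescence imaging; read-out: % PE-positive cells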
Cneo AK release – Cryptococcus neoformans lysis via adenylate kinase release | C. neoformans lysis, adenylate kinase release luminescence, 4 h; normalised: neutral wells 0, clomiphene wells 100 | lysis activity, % at 15 µM | 360,000 compounds, 0.2% hits;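 active = mean lysis activity across replicates of at least 80%, whatever share of replicates individually reach that level; inactive = mean lysis activity below 80%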
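Test system: log-phase Cryptococcus neoformans yeast cells. Input: 5 × 10^6 yeast cells/mL. Medium: fresh YPD growth medium. Doses: single dose. Incubation: static 4 h at 37 °C with compound, 1 h detection. Measured by: luminescent adenylate kinase detection reagent. Read-out: signal increase indicating cell lysis. Benchmarks: Clomiphene.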
miR122 inh – inhibitors of miR-122 in Huh7 cells | Huh7 miR-122 Renilla luciferase sensor, 48 h; neutral wells = 0, positive control = 100 | activation (reporter increase), % at 12.5 µM | 340,000 compounds, 0.3% hits | AID 602342;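 active = mean replicate activation score at least 90 and every replicate individually at or above 90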;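 also: higher luciferase means less miR-122 activity so hits act as miR-122 inhibitors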
* hit, by the source's call; x = no result given; [ ] = another dose, or the depositor's remark. No enrichment for hits; about 1.4% have a hit in one of these screens.

1) CCN=C1S/C(=C\c2sccc2C)C(=O)N1CC
2) CCOCCCn1c(=S)[nH]c2cc(C(=O)NCCOC)ccc2c1=O
3) O=[N+]([O-])c1ccc(CN2[C@H](COCc3ccccc3)[C@@H](N3CCCC3)CS2(=O)=O)cc1
4) Cc1onc(-c2c(F)cccc2Cl)c1C(=O)NC(C)c1ccccc1 (stereo not given)
5) CCOc1ccc(N2C(=O)S/C(=C\c3cc(OC)c(OC)c(OC)c3)C2=O)cc1
6) CCc1nc2c(OCc3ccc(OC)cc3)cccn2c1N(C)C(=O)c1ccco1
7) COc1ccc2c3c([nH]c2c1)[C@@H](CO)N(Cc1ccncc1)CC31CCN(CC2CCOCC2)CC1
8) O=C(Cn1[nH]c(=O)c2ccccc2c1=O)NCCN1C(=O)S/C(=C\c2ccccc2)C1=O

compound no.,1,2,3,4,5,6,7,8
ERAP1 inh,2,x,-1,-2,x,-4,5,-3
RAD52 inh,-15,x,-20,-10,-13,-34,-20,-34
RAD54 branch,x,2,1,1,-5,-6,x,1
PGC1a acetyl inh,1,8,-8,x,2,3,0,x
PglD inh,x,0,-4,3,9,-4,x,3
E-sel inducer,x,x,-1.6,x,x,1.3,0.1,x
Cneo AK release,x,5,0,4,0,0,x,0
miR122 inh,-14,-3,1,1,-9,-2,x,x

9) CCc1cc(-c2nnn(CCC3COCCO3)c2CC)ccc1-c1cn(Cc2ccc3ccccc3c2)nn1 (stereo not given)
10) CCCc1nnc(NC(=O)c2c(O)c3c([nH]c2=O)CCCC3)s1
11) CCNC(=O)C[C@H]1CC[C@@H](NS(=O)(=O)c2ccc(F)cc2)[C@H](CO)O1
12) O=C(Nc1ccc2c(c1)OCO2)N[C@H]1CC[C@@H](CC(=O)N2CCN(c3ccccc3)CC2)O[C@@H]1CO
13) CC(C)(C)C1CCC(=NNC(=O)C2COc3ccccc3O2)CC1 (stereo not given)
14) Cc1ccc2c(c1)N(CC(=O)N1CCCCCC1)C(=O)c1cccnc1O2
15) O=C(CCCSc1ccccc1)Nc1nc(-c2ccco2)c(-c2ccco2)s1
16) C[C@H](NC(=O)[C@@H]1CSC2c3ccccc3C(=O)N21)C(=O)NC1CCCC1 (stereo not given in full)

compound no.,9,10,11,12,13,14,15,16
ERAP1 inh,1,x,-3,1,-2,-4,1,4
RAD52 inh,-5,x,16,-1,-6,-4,-91,-7
RAD54 branch,-6,2,1,1,-10,1,-5,10
PGC1a acetyl inh,x,-4,0,9,-3,x,x,-1
PglD inh,-8,7,3,1,-1,-3,-5,-1
E-sel inducer,-0.1,x,-0.6,0.1,3.0,x,-0.9,x
Cneo AK release,-3,1,-1,-7,-1,1,6,5
miR122 inh,-3,-5,x,x,-5,-3,1,-7

Look-ups from the entries so far:
O=C(Nc1ccc2c(c1)OCO2)N[C@H]1CC[C@@H](CC(=O)N2CCN(c3ccccc3)CC2)O[C@@H]1CO @ RAD52 inh: -1
C[C@H](NC(=O)[C@@H]1CSC2c3ccccc3C(=O)N21)C(=O)NC1CCCC1 (stereo not given in full) @ Cneo AK release: 5
CC(C)(C)C1CCC(=NNC(=O)C2COc3ccccc3O2)CC1 (stereo not given) @ E-sel inducer: 3.0
CCc1cc(-c2nnn(CCC3COCCO3)c2CC)ccc1-c1cn(Cc2ccc3ccccc3c2)nn1 (stereo not given) @ miR122 inh: -3
O=C(CCCSc1ccccc1)Nc1nc(-c2ccco2)c(-c2ccco2)s1 @ Cneo AK release: 6

Next structures
17) CC(C)C[C@H](NC(=O)c1nc[nH]c1C(=O)N1CCc2ccccc2C1)C(=O)OCc1ccccc1
18) C[C@H]1CN([C@@H](C)CO)C(=O)Cc2cc(NS(=O)(=O)c3ccccc3)ccc2O[C@H]1CN(C)Cc1ccccc1
19) Cc1ccccc1S(=O)(=O)/N=C(/Nc1c(C)n(C)n(-c2ccccc2)c1=O)c1ccccc1
20) [S-]C(=Nc1ccc(Cl)cc1)N[n+]1ccccc1
21) CC(C)NC(=O)N1[C@H](C#N)[C@H](c2ccc(-c3ccc(F)cc3)cc2)[C@H]1CO
22) O=C(NCc1ccc(F)cc1)C1CCN(S(=O)(=O)c2ccc(Br)s2)CC1
23) CCOC(=O)c1cc(NC(=O)C2C3C=CC(O3)C2C(=O)O)cc(C(=O)OCC)c1 (stereo not given)
24) O=C(N=C1c2ccccc2CN1c1ccc(F)cc1)c1ccc(Cl)nc1

compound no.,17,18,19,20,21,22,23,24
ERAP1 inh,-4,3,2,x,-1,-2,-2,x
RAD52 inh,-21,-8,-7,x,-1,-11,-15,x
RAD54 branch,-23,0,9,-1,-8,-2,0,0
PGC1a acetyl inh,10,-6,-11,5,-5,16,-2,6
PglD inh,-1,-2,-1,0,2,-1,-4,4
E-sel inducer,0.0,-0.1,0.3,1.8,0.4,0.1,x,-1.1
Cneo AK release,0,-6,9,8,-4,0,-2,-1
miR122 inh,-5,16[16.7 µM],4,-5,x,-3,-9,3

25) CC(C)Oc1cccc(C(=O)C2CCCN(C(=O)CCc3cnn(C)c3)C2)c1 (stereo not given)
26) CCCNC(=O)[C@@H]1[C@@H](CO)[C@@H]2Cn3c(cccc3=O)[C@H]1N2C(=O)C1CC1
27) COc1ccc(-c2nn(-c3ccccc3)cc2CNC[C@H]2O[C@@H](n3cnc4c(N)ncnc43)[C@H](O)[C@@H]2O)cc1
28) OCCN(Cc1ccccc1)Cc1ccccc1F
29) O=C(O)c1cn(-c2ccccc2)nc1-c1ccncc1
30) CC(C)CC#Cc1ccc2c(c1)O[C@H](CN(C)C(=O)Cc1ccncc1)[C@H](C)CN([C@@H](C)CO)S2(=O)=O
31) CCCNC(=O)C[C@@H]1CC[C@H]2[C@@H](COc3ccc(NC(=O)C4CCCC4)cc3C(=O)N2C)O1
32) COc1ccc(CC(=O)N(CCC2=CCCCC2)c2c(N)n(Cc3ccccc3)c(=O)[nH]c2=O)cc1

compound no.,25,26,27,28,29,30,31,32
ERAP1 inh,0,1,-2,x,x,5,x,-2
RAD52 inh,-3,0,-36,x,x,5,x,-10
RAD54 branch,-6,-6,9,0,-2,-9,-5,4
PGC1a acetyl inh,-15,x,8,-5,5,-9,9,x
PglD inh,-1,2,4,-1,2,0,0,-3
E-sel inducer,-0.1,0.0,0.2,x,x,-0.2,0.2,-0.1
Cneo AK release,0,2,0,0,-1,-4,x,0
miR122 inh,x,0[16.7 µM],-4,3,-1,0[16.7 µM],9[16.7 µM],-6

33) Cc1nc2ccc(F)cc2cc1C(=O)NC(C)C
34) O=C(CSc1nnnn1-c1ccc2c(c1)OCCO2)OC1CCCCC1
35) Cc1cc(OCC(=O)N2CCCC2)ccc1Cl
36) O=[N+]([O-])c1ccc(Cl)c(/C=N/n2c(-c3ccncc3)n[nH]c2=S)c1
37) COc1cccc(C(=O)Nc2ccc(N3CCN(C(=O)c4cccs4)CC3)cc2)c1
38) CCc1cc(C(=O)N(CC)CC(=O)Nc2ccc(OC)cc2)sc1C
39) CCC(=O)N1CCCCN2[C@H](CO)[C@H](c3ccc(C#Cc4ccccc4F)cc3)[C@@H]2C1
40) CC1CCN(S(=O)(=O)c2ccccc2)CC1

compound no.,33,34,35,36,37,38,39,40
ERAP1 inh,1,x,x,x,-4,0,5,-3
RAD52 inh,-48,x,x,-4,-11,-34,6,-20
RAD54 branch,-11,1,0,0,-9,0,-10,0
PGC1a acetyl inh,-16,1,x,-3,8,0,-3,7
PglD inh,2,-2,0,-3,3,-2,13,1
E-sel inducer,x,x,x,x,x,x,0.3,x
Cneo AK release,4,5,-7,-1,1,1,-2,-4
miR122 inh,-1,1,-5,19,1,1,-2[16.7 µM],-6

Complete entries as entered above:
Results for O=[N+]([O-])c1ccc(Cl)c(/C=N/n2c(-c3ccncc3)n[nH]c2=S)c1 = ERAP1 inh = x; RAD52 inh = -4; RAD54 branch = 0; PGC1a acetyl inh = -3; PglD inh = -3; E-sel inducer = x; Cneo AK release = -1; miR122 inh = 19
Results for COc1cccc(C(=O)Nc2ccc(N3CCN(C(=O)c4cccs4)CC3)cc2)c1 = ERAP1 inh = -4; RAD52 inh = -11; RAD54 branch = -9; PGC1a acetyl inh = 8; PglD inh = 3; E-sel inducer = x; Cneo AK release = 1; miR122 inh = 1

(further entries)
41) C[C@@H]1CCCCO[C@@H](CN(C)C(=O)Nc2ccc3c(c2)OCO3)[C@@H](C)CN([C@H](C)CO)C(=O)c2cc(NC(=O)CCC(F)(F)F)ccc2O1
42) CC(=O)Nc1ccc(NC(=O)c2c(C)noc2C)cc1
43) O=C(O)[C@@H]1[C@@H]2C[C@@H]2CN1c1ncccc1[N+](=O)[O-]
44) NC(=O)c1c(NC(=O)c2ccncc2)sc2c1CCCCCC2
45) OCC1(CCc2ccccc2)CCN(Cc2ccc(OC(F)F)cc2)CC1
46) C[C@@H]1CN([C@@H](C)CO)S(=O)(=O)c2ccc(C#Cc3ccncc3)cc2O[C@@H]1CN(C)C(=O)C1CC1
47) COc1cccc(NC(=O)N[C@@H]2CC[C@@H](CC(=O)NCc3ccccn3)O[C@@H]2CO)c1
48) O=c1[nH]c2ccccc2c(O)c1-c1ccccc1[N+](=O)[O-]

compound no.,41,42,43,44,45,46,47,48
ERAP1 inh,3,1,3,3,-1,-1,1,-8
RAD52 inh,-3,-1,-23,-12,-11,-9,4,-13
RAD54 branch,5,1,1,14,5,-1,7,x
PGC1a acetyl inh,-3,x,2,0,-16,-11,-7,4
PglD inh,0,0,-6,-3,-7,4,4,x
E-sel inducer,0.2,0.4,x,-0.1,x,0.8,-0.2,5.5
Cneo AK release,-3,4,1,-1,8,-5,2,x
miR122 inh,7[16.7 µM],3,-1,-10,7,-3[16.7 µM],x,x

49) COC(=O)CCCC(=O)N1CCCC(C(=O)c2ccccc2SC)C1 (stereo not given)
50) O=C(c1ccc(-n2cccn2)cc1)N1CCN(c2ncccc2C(F)(F)F)CC1
51) COc1ccc(OC)c(N(/C(N)=N/c2nc(C)cc(C)n2)S(=O)(=O)c2ccc(NC(C)=O)cc2)c1
52) CC(SCc1ccccc1)C(=O)NCc1ccccn1 (stereo not given)
53) N#Cc1c(-c2ccccc2)cc(C2CC2)nc1SCC(=O)c1cccs1
54) CC=Cc1ccc2n(c1=O)C[C@H]1[C@H](CO)[C@@H](C(=O)NCCC)N(C(=O)C3CCOCC3)[C@@H]21 (mixture of isomers)
55) CCN(CC(=O)NCc1cccs1)C(=O)c1ccc(S(=O)(=O)N(C)c2ccccc2)cc1

compound no.,49,50,51,52,53,54,55
ERAP1 inh,-2,2,0,-1,x,x,1
RAD52 inh,-3,-16,12,-18,x,-41,-12
RAD54 branch,-7,-9,-3,x,-4,2,-13
PGC1a acetyl inh,4,-8,x,0,-6,x,x
PglD inh,-1,11,2,x,5,4,3
E-sel inducer,x,-0.4,0.0,4.2,x,-0.2,x
Cneo AK release,0,-2,0,x,-1,-1,-1
miR122 inh,0,-8,x,x,-2,x,-3

From PubChem
